Rin1-Abl PPI inh = blocks binding of human Rin1 to Abl. 360,000 tested, 0.4% active. inhibition, % at 7.35 µM. AID 588664. P00519+Q13671. TR-FRET Rin1/Abl binding, biochemical; in the data active means inhibition above about 5%, passing the limit was not always enough
SKN-1 inh = inhibitors of C. elegans SKN-1; 360,000 tested, 0.49% active; C. elegans VP596 Pgst-4::GFP/RFP ratio, acrylamide-induced, 24 h; inhibition, % at 21.8 µM;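 active means interference check ratio from 0.5 to 1.5 plus GFP to RFP signal ratio inhibition reaching or exceeding a fixed threshold, cut at about 30% in these data, passing the limit was not always enough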; further: some compounds called inactive have numbers as strong as hits
FAS-TE inh = inhibitors of human fatty acid synthase thioesterase domain | recombinant FAS-TE, OMFH fluorogenic substrate, fluorescence endpoint | 360,000 tested, 0.67% active | P49327 | inhibition, % at 15 µM;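 active means compounds whose normalised, plate-corrected inhibition of enzyme fluorescence in the single-dose primary screen is 50% or more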;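 further: 0% = DMSO with enzyme and 100% = substrate without enzyme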
NadD inh = NadD (S. aureus) enzyme inhibition. purified NadD enzyme, colorimetric absorbance read-out. inhibition, % at 20 µM. 360,000 tested, 0.78% active. AID 602399; in the data active means inhibition above about 26%; further: some compounds past the cut are filed as inactive
Rpn11 inh = inhibitors of human proteasome Rpn11; 360,000 tested, 0.59% active; calls only at 20 µM; AID 588493; human 26S proteasome, Ub4-pepOG fluorescence polarization; 20S core pre-blocked with epoxomicin;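 active means inhibition at 20 µM, scaled to each plate's controls, above about 33%, limit read from the data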
MLLE-PAM2 inh = inhibitors of microRNA-mediated deadenylation, human PABP1 MLLE binding | AID 588489 | inhibition, % at 20 µM | GST-MLLE / FITC-PAM2 fluorescence polarization | 360,000 tested, 0.36% active | P11940; in the data active means inhibition above about 35%, passing the limit was not always enough;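 further: plate controls were DMSO wells with GST-MLLE for no effect and wells lacking GST-MLLE protein for full effect; some results filed as inactive read as strong as hits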
Target sequence (P11940 whole entry, looked up): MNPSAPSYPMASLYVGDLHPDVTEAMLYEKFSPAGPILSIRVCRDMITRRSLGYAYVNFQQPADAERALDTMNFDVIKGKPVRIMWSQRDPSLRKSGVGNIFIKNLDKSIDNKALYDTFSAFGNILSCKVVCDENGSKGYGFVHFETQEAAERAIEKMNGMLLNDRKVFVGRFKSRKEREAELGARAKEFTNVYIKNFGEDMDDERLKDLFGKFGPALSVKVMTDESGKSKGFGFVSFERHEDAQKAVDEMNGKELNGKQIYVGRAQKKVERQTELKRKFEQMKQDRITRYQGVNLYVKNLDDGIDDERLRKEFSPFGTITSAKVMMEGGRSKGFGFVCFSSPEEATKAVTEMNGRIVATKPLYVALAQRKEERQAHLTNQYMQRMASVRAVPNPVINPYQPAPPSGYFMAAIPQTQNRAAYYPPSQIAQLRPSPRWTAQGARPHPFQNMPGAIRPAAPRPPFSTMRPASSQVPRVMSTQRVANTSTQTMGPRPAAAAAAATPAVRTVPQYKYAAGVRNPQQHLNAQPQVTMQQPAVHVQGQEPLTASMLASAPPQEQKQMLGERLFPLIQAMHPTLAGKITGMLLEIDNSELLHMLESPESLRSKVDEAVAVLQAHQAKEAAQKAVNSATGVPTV
CSN deneddyl inh = inhibitors of human CSN-mediated cullin deneddylation; Q92905; Purified CSN, SCF-Nedd8-OG deneddylation, fluorescence polarization; inhibition, % at 12.5 µM; 360,000 tested, 0.38% active; AID 651999;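 active means pattern-corrected inhibition above about 35%, with an unprinted fluorescence ratio check between 0.5 and 1.5, limit read from the data, passing the limit was not always enough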;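 further: 0% = enzyme with substrate and 100% = substrate without enzyme; some results filed as inactive read as strong as hits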
Target sequence (Q92905 whole entry, looked up, one chain of several): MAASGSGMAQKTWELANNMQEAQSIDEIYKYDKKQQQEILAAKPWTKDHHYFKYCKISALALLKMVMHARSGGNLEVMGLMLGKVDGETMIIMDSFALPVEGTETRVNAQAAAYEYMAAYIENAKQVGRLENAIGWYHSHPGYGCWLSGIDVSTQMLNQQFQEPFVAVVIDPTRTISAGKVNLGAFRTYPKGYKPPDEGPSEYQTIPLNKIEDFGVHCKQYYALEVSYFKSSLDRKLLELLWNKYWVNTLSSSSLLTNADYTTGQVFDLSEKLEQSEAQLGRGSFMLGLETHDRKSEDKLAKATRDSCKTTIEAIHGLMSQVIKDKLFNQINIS
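Assay system: purified human Csn5 enzyme expressed in HEK293T cells; measure: % inhibition; also added: SCFSkp2-Nedd8OG substrate at 10 nM final; technique: fluorescence polarization; times: reaction 90 min, room temperature; medium: Tris buffer pH 7.5, NaCl, DTT, Tween-20, trehalose, ovalbumin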
MT1-MMP act inh = blocks activation of human MT1-MMP | P50281 | HT1080 RFP-PRO-GFP cells, GFP/RFP ratio fluorescence, overnight; percent of plate control window, DMSO zero | GFP/RFP ratio change, % at 20 µM | 360,000 tested, 0.061% active | AID 651647;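 active means GFP/RFP ratio change of at least 30% with cell ATP level not reduced by more than half and red fluorescence within 50% of control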; further: strong numbers were not always called active
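Assay system: RFP-PRO-GFP reporter HT1080 cells; read-out basis: GFP/RFP fluorescence ratio; benchmarks: DMSO wells and RFP-L50D-GFP cells; doses: 20 µM single dose, 1% DMSO; schedule: overnight cell settling, then overnight compound exposure, 37 °C, 5% CO2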
Neddylation inh = inhibitors of human cullin neddylation; TR-FRET cullin neddylation, biochemical; calls only at 25 µM; 360,000 tested, 0.58% active; in the data active means inhibition above about 36%
* = called active by the depositor.

Sample of the layout (2 entries):
How did Cc1ccccc1NC(=O)Nc1nnc(Cc2ccc([N+](=O)[O-])cc2)s1 do in these assays?
Rin1-Abl PPI inh: -2; SKN-1 inh: 10; FAS-TE inh: 1; NadD inh: 6; Rpn11 inh: inactive; MLLE-PAM2 inh: -6; CSN deneddyl inh: 1; MT1-MMP act inh: -3; Neddylation inh: inactive

Results for CCN(CC)CCNC(=O)c1ccc(NC(=O)C2CC(=O)N(CCc3ccc(OC)c(OC)c3)C2)cc1 (stereo unspecified) ?
Rin1-Abl PPI inh: 2; SKN-1 inh: -11; FAS-TE inh: -4; NadD inh: 3; Rpn11 inh: inactive; MLLE-PAM2 inh: -10; CSN deneddyl inh: -3; MT1-MMP act inh: -2; Neddylation inh: inactive

This part in full, previewed entries included:
How did Cc1ccccc1NC(=O)Nc1nnc(Cc2ccc([N+](=O)[O-])cc2)s1 do in these assays?
Rin1-Abl PPI inh: -2; SKN-1 inh: 10; FAS-TE inh: 1; NadD inh: 6; Rpn11 inh: inactive; MLLE-PAM2 inh: -6; CSN deneddyl inh: 1; MT1-MMP act inh: -3; Neddylation inh: inactive

Results for CCN(CC)CCNC(=O)c1ccc(NC(=O)C2CC(=O)N(CCc3ccc(OC)c(OC)c3)C2)cc1 (stereo unspecified) ?
Rin1-Abl PPI inh: 2; SKN-1 inh: -11; FAS-TE inh: -4; NadD inh: 3; Rpn11 inh: inactive; MLLE-PAM2 inh: -10; CSN deneddyl inh: -3; MT1-MMP act inh: -2; Neddylation inh: inactive

What do the screens show for `Cc1ccc(C(=O)N/C(=C/c2cccc([N+](=O)[O-])c2)C(=O)NCC2CCCO2)cc1` (stereo unspecified)?
Rin1-Abl PPI inh: 3; SKN-1 inh: 2; FAS-TE inh: 18; NadD inh: -2; Rpn11 inh: inactive; MLLE-PAM2 inh: -3; CSN deneddyl inh: -4; MT1-MMP act inh: 0; Neddylation inh: inactive

What do the screens show for `CCC(C)(C)NC(=O)C(c1ccc(C)cc1)N(CC1CCCO1)C(=O)c1csnn1` (stereo unspecified)?
Rin1-Abl PPI inh: 4; SKN-1 inh: 11; FAS-TE inh: -1; NadD inh: -5; Rpn11 inh: inactive; MLLE-PAM2 inh: 22; CSN deneddyl inh: -3; MT1-MMP act inh: 2; Neddylation inh: inactive

Results for CCCn1c(N)c(N(CCOC)C(=O)c2ccc(Cl)c([N+](=O)[O-])c2)c(=O)[nH]c1=O ?
Rin1-Abl PPI inh: 1; SKN-1 inh: 10; FAS-TE inh: -4; NadD inh: 1; Rpn11 inh: inactive; MLLE-PAM2 inh: 12; CSN deneddyl inh: 0; MT1-MMP act inh: 6; Neddylation inh: inactive

Results for Cc1ccc(C(=O)CCC(=O)OCC(=O)NNC(=O)c2ccccc2Cl)cc1 ?
Rin1-Abl PPI inh: 0; SKN-1 inh: 8; FAS-TE inh: -6; NadD inh: 5; Rpn11 inh: inactive; MLLE-PAM2 inh: -12; CSN deneddyl inh: 4; MT1-MMP act inh: -2; Neddylation inh: inactive

Results for COc1ccc(NC(=O)C(C)Sc2ccccc2)cc1 (stereo unspecified) ?
Rin1-Abl PPI inh: -1; SKN-1 inh: 26; FAS-TE inh: 0; NadD inh: 0; Rpn11 inh: inactive; MLLE-PAM2 inh: -99; CSN deneddyl inh: -1; MT1-MMP act inh: -2; Neddylation inh: inactive

How did Cc1ccccc1C(=O)Nc1ccccc1NC(=O)c1ccccc1Br do in these assays?
Rin1-Abl PPI inh: 0; SKN-1 inh: -9; FAS-TE inh: -1; NadD inh: -11; Rpn11 inh: inactive; MLLE-PAM2 inh: 3; CSN deneddyl inh: 5; MT1-MMP act inh: 3; Neddylation inh: inactive

What do the screens show for `O=C(Nc1ccc(S(=O)(=O)NCC2CCCO2)cc1)c1cnccn1` (stereo unspecified)?
Rin1-Abl PPI inh: -1; SKN-1 inh: 4; FAS-TE inh: -3; NadD inh: -2; Rpn11 inh: inactive; MLLE-PAM2 inh: 13; CSN deneddyl inh: -6; MT1-MMP act inh: 12; Neddylation inh: inactive

Results for CC1=C(C(N)=O)S(=O)(=O)c2ccccc21 ?
Rin1-Abl PPI inh: -2; SKN-1 inh: 0; FAS-TE inh: -6; NadD inh: -5; Rpn11 inh: inactive; MLLE-PAM2 inh: 25; CSN deneddyl inh: 1; MT1-MMP act inh: -6; Neddylation inh: inactive

What do the screens show for `COc1ccc(-c2nonc2NC(=O)c2oc3ccc(F)cc3c2C)cc1OC`?
Rin1-Abl PPI inh: 3; SKN-1 inh: -5; FAS-TE inh: 9; NadD inh: 2; Rpn11 inh: inactive; MLLE-PAM2 inh: 19; CSN deneddyl inh: 4; MT1-MMP act inh: -3; Neddylation inh: inactive

What do the screens show for `Cc1nc(C)c(Oc2cccc(C(F)(F)F)c2)c(=O)[nH]1`?
Rin1-Abl PPI inh: -4; SKN-1 inh: -12; FAS-TE inh: -8; NadD inh: -5; Rpn11 inh: inactive; MLLE-PAM2 inh: 16; CSN deneddyl inh: -4; MT1-MMP act inh: -3; Neddylation inh: inactive

How did Cc1c(C(=O)OCC(=O)NCc2ccco2)cccc1[N+](=O)[O-] do in these assays?
Rin1-Abl PPI inh: 2; SKN-1 inh: -3; FAS-TE inh: 6; NadD inh: 0; Rpn11 inh: inactive; MLLE-PAM2 inh: 10; CSN deneddyl inh: -4; MT1-MMP act inh: -2; Neddylation inh: inactive

What do the screens show for `O=C(NNC(=S)Nc1ccccc1)c1ccccc1[N+](=O)[O-]`?
Rin1-Abl PPI inh: 4; SKN-1 inh: -5; FAS-TE inh: -4; NadD inh: -2; Rpn11 inh: inactive; MLLE-PAM2 inh: 5; CSN deneddyl inh: -13; MT1-MMP act inh: 3; Neddylation inh: inactive

Results for CC(C)C(=O)N(Cc1ccc2c(c1)OCO2)Cc1ccccn1 ?
Rin1-Abl PPI inh: 0; SKN-1 inh: 5; FAS-TE inh: -5; NadD inh: 0; Rpn11 inh: inactive; MLLE-PAM2 inh: 3; CSN deneddyl inh: -6; MT1-MMP act inh: -2; Neddylation inh: inactive

How did CCCCN(CC)C(=O)CSc1nc2n[nH]c(C)c2c(=N)n1-c1cccc(C)c1 do in these assays?
Rin1-Abl PPI inh: -2; SKN-1 inh: -8; FAS-TE inh: 7; NadD inh: -10; Rpn11 inh: inactive; MLLE-PAM2 inh: 7; CSN deneddyl inh: 4; MT1-MMP act inh: 5; Neddylation inh: inactive

How did COc1cccc(NC(=O)Nc2cccnc2)c1 do in these assays?
Rin1-Abl PPI inh: 1; SKN-1 inh: 8; FAS-TE inh: -5; NadD inh: 0; Rpn11 inh: inactive; MLLE-PAM2 inh: -6; CSN deneddyl inh: -6; MT1-MMP act inh: -1; Neddylation inh: inactive

Results for CCS(=O)(=O)Nc1cc(-c2nc3cccnc3s2)ccc1C ?
Rin1-Abl PPI inh: -1; SKN-1 inh: -3; FAS-TE inh: 2; NadD inh: -3; Rpn11 inh: inactive; MLLE-PAM2 inh: -11; CSN deneddyl inh: 3; MT1-MMP act inh: -6; Neddylation inh: inactive

How did COc1ccc(C(=O)N=c2sccn2C)cc1 do in these assays?
Rin1-Abl PPI inh: 3; SKN-1 inh: 16; FAS-TE inh: -5; NadD inh: 5; Rpn11 inh: inactive; MLLE-PAM2 inh: 2; CSN deneddyl inh: 6; MT1-MMP act inh: -3; Neddylation inh: inactive

How did CCOC(=O)N1CCN(c2nc(-c3cccs3)nc3ccccc23)CC1 do in these assays?
Rin1-Abl PPI inh: -3; SKN-1 inh: 9; FAS-TE inh: 16; NadD inh: -1; Rpn11 inh: inactive; MLLE-PAM2 inh: -13; CSN deneddyl inh: 2; MT1-MMP act inh: -1; Neddylation inh: inactive

How did Cc1cccc(C)c1NC(=O)CSCc1cccc(CSCC(=O)Nc2c(C)cccc2C)n1 do in these assays?
Rin1-Abl PPI inh: -3; SKN-1 inh: -22; FAS-TE inh: -6; NadD inh: 12; Rpn11 inh: inactive; MLLE-PAM2 inh: 10; CSN deneddyl inh: 2; MT1-MMP act inh: 7; Neddylation inh: inactive

Results for C[C@H](CO)N1C[C@H](C)[C@@H](CN(C)C(=O)Nc2ccccc2F)OCc2cnnn2CCCC1=O ?
Rin1-Abl PPI inh: -1; SKN-1 inh: -7; FAS-TE inh: -9; NadD inh: -5; Rpn11 inh: inactive; MLLE-PAM2 inh: -3; CSN deneddyl inh: 1; MT1-MMP act inh: 2; Neddylation inh: inactive

What do the screens show for `COc1ccc(OC(=O)NCCc2ccccc2)cc1`?
Rin1-Abl PPI inh: -1; SKN-1 inh: -10; FAS-TE inh: -2; NadD inh: -7; Rpn11 inh: inactive; MLLE-PAM2 inh: 0; CSN deneddyl inh: -2; MT1-MMP act inh: -3; Neddylation inh: inactive

How did [O-][N+]1=C2CCC/C(=N\O)C2=NC12CCCCC2 do in these assays?
Rin1-Abl PPI inh: -5; SKN-1 inh: 4; FAS-TE inh: -10; NadD inh: 4; Rpn11 inh: inactive; MLLE-PAM2 inh: -11; CSN deneddyl inh: -5; MT1-MMP act inh: 2; Neddylation inh: inactive

How did COc1ccccc1-n1cc(CN2CCN(CC(C)C)C(CCO)C2)cn1 (stereo unspecified) do in these assays?
Rin1-Abl PPI inh: 3; SKN-1 inh: 21; FAS-TE inh: -3; NadD inh: -2; Rpn11 inh: inactive; MLLE-PAM2 inh: 3; CSN deneddyl inh: -6; MT1-MMP act inh: -5; Neddylation inh: inactive

How did CCc1c(C)c2cc(Cl)c(O)c(CN3CCCCC3)c2oc1=O do in these assays?
Rin1-Abl PPI inh: -6; SKN-1 inh: -32; FAS-TE inh: -4; NadD inh: 1; Rpn11 inh: inactive; MLLE-PAM2 inh: -4; CSN deneddyl inh: 5; MT1-MMP act inh: 0; Neddylation inh: inactive

Results for CC(C)(C)OC(=O)NCCCCCNC(=O)c1[nH]cnc1C(=O)Nc1ccccc1 ?
Rin1-Abl PPI inh: 4; SKN-1 inh: 7; FAS-TE inh: 13; NadD inh: 6; Rpn11 inh: inactive; MLLE-PAM2 inh: 0; CSN deneddyl inh: 3; MT1-MMP act inh: 9; Neddylation inh: inactive

Results for C/C(N)=C(/C#N)C(=O)CSc1nnnn1-c1ccc(C)cc1 ?
Rin1-Abl PPI inh: -3; SKN-1 inh: 9; FAS-TE inh: 32; NadD inh: 4; Rpn11 inh: inactive; MLLE-PAM2 inh: -94; CSN deneddyl inh: -4; MT1-MMP act inh: -1; Neddylation inh: inactive

Results for CCOC(=O)c1c(-c2ccccc2)oc2ccc(O)c(CN3CCOCC3)c12 ?
Rin1-Abl PPI inh: 0; SKN-1 inh: -25; FAS-TE inh: 7; NadD inh: -5; Rpn11 inh: inactive; MLLE-PAM2 inh: -8; CSN deneddyl inh: 5; MT1-MMP act inh: -12; Neddylation inh: inactive

What do the screens show for `CCC(=O)N(Cc1cc2cc(OC)ccc2[nH]c1=O)c1cccc(C)c1`?
Rin1-Abl PPI inh: 3; SKN-1 inh: 4; FAS-TE inh: -4; NadD inh: -1; Rpn11 inh: inactive; MLLE-PAM2 inh: -12; CSN deneddyl inh: 2; MT1-MMP act inh: 3; Neddylation inh: inactive

What do the screens show for `CCOC(=O)Cn1nnnc1CN(Cc1ccc(OC)cc1)Cc1cc2cc(C)cc(C)c2[nH]c1=O`?
Rin1-Abl PPI inh: 3; SKN-1 inh: -5; FAS-TE inh: 7; NadD inh: -6; Rpn11 inh: inactive; MLLE-PAM2 inh: -1; CSN deneddyl inh: -2; MT1-MMP act inh: -1; Neddylation inh: inactive

Source: PubChem
